EPAC1 ag = activates human EPAC1 exchange factor. O95398. EPAC1 agonist qHTS, biochemical assay; response scale: 100% = response to 6.5 mM cAMP. Potency, µM (doses to about 154 µM), for inactives: top-dose activation, hits mostly activators. 360,000 compounds, 0.073% hits. AID 720707; note: potency is the fitted concentration of half-maximal effect; nearly all actives have a fitted effect of over 60% in size
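EPAC1 100 nM, Rap1B–BODIPY-GDP 250 nM, unlabeled GDP 50 uM; compound titration; 5 min RT; kinetic read ex480/em540 at 5-min intervals ×30 min; data normalized to 6.5 mM cAMP agonist control.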
FUS suppressor = FUS proteinopathy suppression in yeast; S. cerevisiae FUS-expressing, growth rescue, OD600, 24 h; Potency, µM (doses to about 76.6 µM), inactives show top-dose growth rescue (activation), actives largely listed as activators; 390,000 compounds, 0.24% hits;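 note: potency is the fitted concentration of half-maximal effect; plate controls were DMSO vehicle for no effect and reference control for full effect; nearly all actives have a fitted effect of over 55% in size; some results filed as inactive show a strong effect at the top dose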
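Toxicity suppression screen in FUS-yeast. Cells induced with 2% galactose, starting OD 0.005, treated 24hr at 30C with compounds at multiple final concentrations; growth by OD600.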
IL-2 act = IL-2 activation. IL-2 activation reporter assay, cell-based qHTS; stimulated with anti-CD3/CD4/CD28 beads; in transgenic mouse T cells. 360,000 compounds, 0.065% hits. activation, % (series mostly up to about 46 µM); in the data active = activation above about 50%; inconclusive = mostly about 30% to 49%; note: 0% is about no effect
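Readout: EGFP and DsRed signals by fluorescent plate cytometry. Unstimulated transgenic mouse T cells received compound 60 min before antibody-bead stimulation, then incubated 18 h at 37 degrees C.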
PI5P4Ka inh = PI5P4K alpha (human) kinase inhibition; P48426; PI5P4Kalpha enzyme, ADP-Glo luminescence, 60 min; hits give low values; max response, %; 330,000 compounds, 1.2% hits; active = max response of -50% or lower; inconclusive = between -30% and -50%; inactive = -30% or higher; note: value at the top dose of about 77 µM; % is set by controls: 0 for no effect and ±100 for the full control effect
Target sequence (P48426 whole entry, looked up): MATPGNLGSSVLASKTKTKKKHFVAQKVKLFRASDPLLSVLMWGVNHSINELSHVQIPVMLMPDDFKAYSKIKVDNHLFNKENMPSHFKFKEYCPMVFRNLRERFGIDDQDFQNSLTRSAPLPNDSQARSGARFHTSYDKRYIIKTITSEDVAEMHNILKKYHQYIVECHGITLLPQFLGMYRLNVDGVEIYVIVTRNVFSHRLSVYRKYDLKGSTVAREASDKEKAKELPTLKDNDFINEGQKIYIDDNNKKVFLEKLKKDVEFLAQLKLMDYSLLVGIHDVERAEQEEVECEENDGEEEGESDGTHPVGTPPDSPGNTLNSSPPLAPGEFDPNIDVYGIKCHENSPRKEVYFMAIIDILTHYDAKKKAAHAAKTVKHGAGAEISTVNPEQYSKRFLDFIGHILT
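qHTS, 1536-well: enzyme/substrate mix, compound by pin tool, 5 microM ATP final; RT 60 min; ADP-Glo reagents 1 (45 min) then 2 (30 min); luminescence.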
aSyn yeast inh = rescues yeast growth from alpha-synuclein toxicity | Yeast expressing alpha-synuclein, growth rescue, BacTiter-Glo, 24 h | AID 652106 | Potency, µM (doses to about 46.1 µM), without a hit: at the top dose growth rescue (activation), usual class: activators | 370,000 compounds, 0.14% hits; note: potency is the fitted concentration of half-maximal effect; % of control where 0% means no effect; nearly all actives have a fitted effect of over 65% in size
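Galactose-induced alpha-syn yeast (OD600=0.02, raffinose-pregrown) + pinned cpd, 24 hr, 30 deg C; growth by BacTiter-Glo luminescence. Growth restoration scores as activation.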
Abeta rescue = restores growth of yeast expressing A-beta42 peptide; yeast expressing A-beta42, growth rescue, OD600, 48 h; response scale: 0% DMSO, 100% iron-clioquinol control; Potency, µM (doses to about 46.1 µM), inactives show top-dose growth rescue, hits mostly activators; 410,000 compounds, 0.063% hits; note: potency is the fitted concentration of half-maximal effect; nearly all actives have a fitted effect of over 55% in size
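Yeast growth medium received pinned compounds, then yeast cells expressing toxic A-beta were added; plates incubated at 30 C for 48 hr. Growth read as absorbance at 600 nm, normalized to DMSO and equimolar FeCl3 plus clioquinol controls.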
WRN helicase inh = WRN helicase (human) inhibition; 360,000 compounds, 0.46% hits; Q14191; WRN helicase unwinding, fluorescent forked duplex, kinetic; Potency, µM (doses to about 114 µM), inactives show top-dose activity change, negative = inhibition, hits mostly inhibitors; note: potency is the fitted concentration of half-maximal effect; % is set by controls: 0 for no effect and ±100 for the full control effect; nearly all actives have a fitted effect of over 55% in size
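WRN at 20 nM final was preincubated with compound for 15 min at room temperature; reaction started with 100 nM forked duplex oligonucleotide carrying fluorophore and quencher plus 2 mM ATP (final). Unwinding followed kinetically by red fluorescence (ex 525/em 598 nm).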
EPAC1 antagonist = antagonists of human EPAC1; Potency, µM (titrated, usually from 115 µM), without a hit: top-dose activity change, negative = inhibition, usual class: inhibitors; 360,000 compounds, 0.14% hits; O95398; EPAC1 GEF assay, Rap1b-BODIPY-GDP exchange fluorescence;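 note: potency is the fitted concentration of half-maximal effect; plate controls were vehicle for no effect and positive control for full effect; nearly all actives have a fitted effect of over 50% in size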
PLK1 PBD block = PLK1 (human) polo-box domain binding inhibition | P53350 | Plk1 PBD binding of FITC phosphopeptide, fluorescence polarization | Potency, µM, without a hit: max response, negative = inhibition, actives largely listed as inhibitors | 360,000 compounds, 2.8% hits | AID 720504; note: potency is the fitted concentration of half-maximal effect; series mostly up to about 57 µM; % is set by controls: 0 for no effect and ±100 for the full control effect; nearly all actives have a fitted effect of over 65% in size
Target sequence (P53350 whole entry, looked up, the tested form may be a part): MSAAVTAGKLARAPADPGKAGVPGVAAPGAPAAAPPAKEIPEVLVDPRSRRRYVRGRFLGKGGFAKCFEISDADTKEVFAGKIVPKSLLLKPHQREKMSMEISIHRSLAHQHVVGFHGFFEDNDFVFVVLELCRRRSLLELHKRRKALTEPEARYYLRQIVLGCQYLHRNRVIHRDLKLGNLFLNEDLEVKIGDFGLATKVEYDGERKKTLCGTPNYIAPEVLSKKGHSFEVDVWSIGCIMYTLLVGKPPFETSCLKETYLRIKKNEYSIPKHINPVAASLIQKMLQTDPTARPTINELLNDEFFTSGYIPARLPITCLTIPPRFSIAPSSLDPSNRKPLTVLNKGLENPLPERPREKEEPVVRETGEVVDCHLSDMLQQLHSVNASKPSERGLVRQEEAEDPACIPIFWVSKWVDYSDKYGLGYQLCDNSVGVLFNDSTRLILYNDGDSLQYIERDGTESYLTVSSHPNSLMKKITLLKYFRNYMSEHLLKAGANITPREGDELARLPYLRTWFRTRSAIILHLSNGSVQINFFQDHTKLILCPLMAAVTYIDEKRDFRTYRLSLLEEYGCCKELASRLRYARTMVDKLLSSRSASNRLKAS
Starred values were filed as active, the others as inactive; ? = inconclusive; . = not tested or not shown; [ ] = another dose, or the depositor's remark. Unless noted, calls come from the whole dose curve; as a rule, active = well fitted curve in the direction sought with a large enough effect; inconclusive = small, poorly fitted or top-dose-only effect, or another doubt; inactive = no such curve, though single readings can be large; an effect the other way counts as inactive or inconclusive. Random draw from the library. Share with any hit: about 4.1%.

SMILES	EPAC1 ag	FUS suppressor	IL-2 act	PI5P4Ka inh	aSyn yeast inh	Abeta rescue	WRN helicase inh	EPAC1 antagonist	PLK1 PBD block
Cc1cc(C)c(N(CC(=O)NCc2ccccc2)C(=O)c2csnn2)c(C)c1	-9.5%	13.7%	0.1	2.7	-3.4%	-17.3%	3.8%	-0.3%	-4.7%
CC(C)(C)OC(=O)C[C@@H]1C/C=C\C[C@H](CC(=O)NCCO)C(=O)N2CCC[C@@H]2COC1=O	2.0%	11.6%	0.5	1.0	-3.0%	3.8%	2.9%	-5.6%	5.6%
CCOc1nc(N(C)C)nc(-n2nnc(C(C)=O)c2C)n1	4.8%	-2.4%	-2.1	-6.6	0.3%	0.4%	-6.2%	?	-0.1%
COc1ccc2nc(N(CCN(C)C)C(=O)c3ccc4c(c3)OCCO4)sc2c1	12.5%	-3.4%	2.1	8.1	15.8%	1.8%	-3.5%	-2.3%	2.7%
O=C(c1cc(-c2ccncc2)nc2ccccc12)N1CCCC(C(F)(F)F)C1 (stereo not drawn)	10.1%	-3.3%	0.2	-3.8	-9.2%	-5.5%	5.1%	-4.5%	-13.6%
N#C/C(=C\Nc1ccc(F)c(Cl)c1)S(=O)(=O)c1ccccn1	1.3%	6.9%	-6.6	3.1	6.3%	-8.6%	-4.0%	-15.2%	5.0%
O=C(Nc1ccc(Cl)cn1)c1cc2c(s1)-c1ccccc1OC2	2.4%	-9.0%	0.3	-6.6	-4.7%	-17.1%	-4.9%	-0.6%	-6.3%
CCOc1ccc(S(=O)(=O)NCc2ccc(F)cc2)c2cccnc12	1.2%	-3.0%	0.7	-10.1	5.0%	-1.3%	-11.6%	1.3%	-10.2%
CC1CCN(C(=O)COC(=O)c2n[nH]c(=O)c3ccccc23)CC1	8.7%	-20.3%	1.8	-0.9	-0.3%	-1.7%	6.2%	2.3%	-3.2%
COc1ccc(NC(=O)c2cc(-c3cc(F)ccc3OC)n[nH]2)cc1OC	-9.3%	28.9%	-0.3	-9.2	-1.8%	-4.3%	-14.6%	-4.4%	-1.5%
Cc1cccc(NC(=S)NNC(=O)c2csc(C(C)C)c2)c1	0.5%	15.6%	2.7	.	1.9%	10.0%	5.3%	?	-20.1%
C=CCN1C(=O)C2(/C(=C(\O)c3ccc4c(c3)OCCO4)C(=O)C(=O)N2CCCOC)c2ccccc21 (stereo not drawn)	0.6%	14.2%	0.5	.	-11.5%	8.0%	6.3%	6.6%	-6.8%

Among those listed so far, two have an NH in an aromatic ring:
SMILES	EPAC1 ag	FUS suppressor	IL-2 act	PI5P4Ka inh	aSyn yeast inh	Abeta rescue	WRN helicase inh	EPAC1 antagonist	PLK1 PBD block
CC1CCN(C(=O)COC(=O)c2n[nH]c(=O)c3ccccc23)CC1	8.7%	-20.3%	1.8	-0.9	-0.3%	-1.7%	6.2%	2.3%	-3.2%
COc1ccc(NC(=O)c2cc(-c3cc(F)ccc3OC)n[nH]2)cc1OC	-9.3%	28.9%	-0.3	-9.2	-1.8%	-4.3%	-14.6%	-4.4%	-1.5%

More entries
SMILES	EPAC1 ag	FUS suppressor	IL-2 act	PI5P4Ka inh	aSyn yeast inh	Abeta rescue	WRN helicase inh	EPAC1 antagonist	PLK1 PBD block
CCN1CCN(CCCNC(=O)CN2C(=O)c3cccnc3Oc3ccc(Cl)cc32)CC1	-10.1%	-9.5%	-2.0	0.4	-3.1%	3.1%	4.9%	7.3%	-3.7%
CC(C)(C)OC(=O)N1CCC(c2c(C(=O)NCC3CCN(C4CCCC4)C3)cnn2-c2ccccc2)CC1 (stereo not drawn)	0.9%	15.9%	-0.3	-0.1	-1.7%	2.8%	2.0%	-0.7%	-10.4%
CCn1nc([N+](=O)[O-])c(C(C#N)c2nc3cc(C(F)(F)F)ccc3s2)c(Cl)c1=O (stereo not drawn)	-11.1%	36.3%	-2.8	.	-9.2%	-88.0%[inhibitor]	?	?	23.8µM*
CC(=O)c1cccc(NC(=O)Nc2cccs2)c1	3.5%	?	-0.1	?	-1.6%	-10.5%	-32.1%	-19.5%	-29.8%
CCCOc1ccc(C2C(C(=O)c3cc4ccccc4o3)=C(O)C(=O)N2c2cc(C)on2)cc1OC (stereo not drawn)	-30.7%[inhibitor]	36.6%	1.7	?	7.3%	-26.1%	3.8%	?	?
COc1ccccc1NC(=O)/C(=C/c1cccs1)NC(=O)c1ccco1	5.8%	-3.3%	6.5	3.1	-0.4%	-3.4%	-0.6%	-20.0%	-9.6%
COc1ccc(-n2ncc3c(NCc4cccs4)ncnc32)cc1	18.9%	0.8%	-0.6	.	-1.0%	5.8%	-9.7%	-7.6%	-3.2%
CC1CCN(S(=O)(=O)c2ccc(NC(=O)Cc3ccccc3)cc2)CC1	?	38.6%	-2.5	.	?	20.2%	94.5%[activator]	-9.3%	-8.3%
Cc1ccc(C(=O)NCC(=O)OCC(=O)NCCNC(=O)COC(=O)CNC(=O)c2ccc(C)cc2)cc1	-2.9%	-13.4%	1.2	-0.3	2.9%	15.6%	-6.4%	12.7%	-2.4%
COC(=O)c1ccc(CC(=O)c2nc3ccccc3s2)cc1	-6.5%	19.2%	25.1	-6.8	-2.7%	4.3%	12.6%	-0.9%	?
COc1ccc(NC(=O)CN2CCC(NC(=O)c3ccc(OC)cc3)CC2)cc1	23.9%	-3.5%	1.1	0.5	-1.0%	4.0%	-2.5%	10.3%	-9.1%
CC(C)(C)NCc1ccccc1OCc1cccs1	0.9%	5.2%	-0.4	.	0.2%	3.0%	-17.8%	32.4%[activator]	?
COc1ccc(Nc2ncc3c(n2)CC(c2ccc(C)cc2)CC3=O)cc1 (stereo not drawn)	9.1%	21.3%	-1.0	.	10.6%	-7.4%	1.7%	-8.3%	-8.6%
CCC(=O)NC(c1ccccc1Cl)c1c(O)ccc2ccccc12 (stereo not drawn)	-5.9%	.	0.2	16.1	5.7%	4.4%	-20.8%	-17.3%	-1.3%
O=C(CSc1ncn[nH]1)N1CCN(S(=O)(=O)c2ccccc2)CC1	-2.1%	-21.0%	-0.3	-4.5	0.0%	5.1%	-2.3%	-7.0%	-4.1%
COCCN(C(=O)c1ccc2c(c1)C(=O)N(c1ccccc1Cl)C2=O)c1c(N)n(CC(C)C)c(=O)[nH]c1=O	6.6%	-10.8%	0.1	0.6	-0.4%	-6.0%	1.5%	12.0%	4.6%
C=CCn1cnc2c(oc3ccccc32)c1=O	-1.6%	11.1%	2.4	3.6	11.9%	-5.8%	5.8%	7.1%	-5.5%
CCOC(=O)c1sc2nc3c(SCCC(=O)O)cc(C(=O)c4cc(OC)ccc4O)cn3c(=O)c2c1C	20.0%	-2.6%	-0.2	?	0.2%	1.4%	-23.4%	?	?
CC(C)c1ccc(CNc2ccc(N3CCOCC3)cc2)cc1	13.1%	?	-1.1	-0.3	1.5%	3.2%	-6.0%	-11.6%	-9.8%
Cc1cc2oc(=O)cc(CSc3nnc(C)n3N)c2cc1C(C)C	8.1%	-9.3%	1.3	2.4	-3.2%	-4.7%	-35.7%	-12.8%	-15.0%
CCc1ccc(N(C(=O)c2csnn2)C(C(=O)NC(C)(C)CC)c2ccccn2)cc1 (stereo not drawn)	4.2%	-9.0%	-1.4	2.0	0.8%	9.4%	-0.2%	-12.3%	-4.9%
CCc1c(C2(O)CCCCC2)[nH]c2ccc(C(F)(F)F)cc12	-29.7%	-16.4%	0.0	29.8	13.0%	-81.3%[inhibitor]	-5.7%	?	0.0%
CCN(Cc1ccccc1)S(=O)(=O)c1cc(C(=O)NC2CCCCCC2)ccc1OC	1.7%	?	-0.5	1.5	?	26.7%	-2.4%	-2.1%	2.9%
CCOc1ccc(/C=N/N2CCN(Cc3ccccc3)CC2)cc1	5.4%	5.1%	-0.7	-7.4	0.0%	-4.2%	0.7%	-4.0%	8.1%
Cc1cccc(NC(=O)CNC(=O)c2ccc3nc[nH]c3c2)c1C	-3.2%	4.3%	2.0	?	-4.0%	-14.3%	-31.6%	-28.8%	-10.6%
C=CCNC(=O)CN1CCC(c2nc3ccccc3[nH]2)CC1	8.1%	-36.3%	-0.5	-6.0	-1.1%	1.9%	5.7%	-4.4%	-6.3%
O=C(c1ccccc1)N1CCCCC1	-17.3%	-22.8%	0.5	-5.7	1.0%	-6.4%	10.0%	13.8%	1.2%
Brc1ccc(Nc2nc(-c3cccnc3)cs2)cc1	10.8%	12.0%	-4.1	-9.9	-10.9%	-14.0%	-4.7%	-12.0%	-9.4%
Cc1c(NC2(C#N)CCCCC2)c(=O)n(-c2ccccc2)n1C	-0.7%	-13.6%	-0.2	1.1	-0.1%	-13.9%	-1.1%[57.1 µM]	-32.6%	-16.7%
COc1ccc2c(C(=O)CN3CCSCC3)c[nH]c2c1	-6.1%	36.2%	-1.6	-9.6	-3.9%	-5.5%	6.5%	22.9%	-5.9%
O=C(CCN1CCN(c2ccccc2F)CC1)Nc1ccccc1Cl	8.8%	12.8%	-4.4	0.8	0.8%	-12.1%	2.6%	-10.5%	-6.4%
CN(C)CCCN(C(=O)c1cc(Cl)sc1Cl)c1nc2cc3c(cc2s1)OCO3	4.0%	29.9%	-4.6	5.0	12.6%	-5.4%	-14.7%	-11.1%	-14.0%
CC(C)CC(=O)NC(=S)Nc1cccc(NC(=O)c2ccccc2Cl)c1	17.9%	?	-2.7	1.7	0.5%	5.5%	0.9%	-17.1%	-14.9%
Cc1nn(CCOc2ccc(Br)cc2)c(C)c1[N+](=O)[O-]	4.8%	-22.8%	-2.4	1.0	2.1%	15.7%	-8.3%	0.2%	-9.6%
CCN(CC)Cc1c(C(=O)N/N=C/c2cccc(OCc3ccc(F)cc3)c2)nnn1-c1nonc1N	-5.5%	23.2%	-4.1	0.7	7.5%	21.4%	-0.4%	?	-12.4%
Cc1ccc(C(=O)NC2c3ccccc3-c3ccccc32)cc1	-6.2%	.	-3.3	4.8	-0.6%	0.4%	6.2%	5.4%	-1.7%
COc1ccc(/C=C/C(=O)Nc2sc(Cc3ccccc3)c(C)c2C(N)=O)cc1	3.3%	28.7%	1.1	-0.8	-3.1%	15.4%	-15.7%[57.1 µM]	-15.4%	1.0%
Cc1cccc(C(=O)Oc2ccc(/C=N/O)cc2)c1	10.7%	8.5%	-3.2	.	1.2%	-50.3%[inhibitor]	-11.4%	1.7%	-6.3%

Assay outcomes (PubChem)
